# T cell modulator: T cell immune modulators affecting CD8 T cell-vesicle binding; 2C CD8+ T cell-vesicle binding, flow cytometry; hits give low values; calls only at 7 µM; hit rate 0.068% among 330,000; AID 2052;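 active = response, share of CD8 T cells binding vesicles, and their 90th percentile fluorescence all below set limits, cut at about 80% in these data, passing the limit was not always enough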
#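 material = purified 2C TCR transgenic mouse naive CD8+ T cells | controls = Unloaded micro-vesicles (low), QL9 vesicles with 0.7% DMSO (high) | detection = cytometric PE anti-B7-1 and Alexa647 anti-CD8 signals after 1% paraformaldehyde fixation | incubation = binding step 1.5 h, 37 °C, antibody labelling 20 min, ice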
# West Nile virus CPE: West Nile virus antiviral activity, cell-based, CPE readout (AID 1621) | West Nile virus-infected cells, CPE inhibition; higher % means a stronger effect | CPE inhibition, % at 10 µM, or IC50 in µM where a hit was titrated | hit rate 0.02% among 290,000; in the data active = a potency from the dose series; inconclusive = CPE inhibition mostly from about 3.7% at the one dose, without a potency; inactive = the rest, 99 in 100 with CPE inhibition below about 2.2%; note: strong numbers were not always called active
# GPR55 activation: selective activators of receptor GPR55 – imaging, U2OS cells, beta-arrestin-GFP redistribution, primary screen (AID 1961). U2OS GPR55 beta-arrestin-GFP redistribution imaging; higher % means a stronger effect. hit rate 0.048% among 290,000. one-dose activation, % at 10 µM; EC50 in µM for titrated hits;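 active = activation above 40% with more than 50 cells counted in the well; inconclusive = wells holding fewer than 50 cells, flagged as toxic or sparse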;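 note: U2OS osteosarcoma cells stably expressing GPR55 and beta-arrestin-GFP; plate controls were DMSO negative control for no effect and LPI positive control for full effect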
# Salmonella PhoP GFP: PhoP-dependent GFP reporter repression – Salmonella Typhimurium, primary screen (AID 1863); S. Typhimurium PhoP-regulated promoter GFP reporter, 4 h; higher % means a stronger effect; inhibition, % at 50 µM; hits with a dose series show IC50 in µM; hit rate 0.16% among 300,000;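 active = inhibition over 29.93%, a cutoff 3 SD above the screen mean, later confirmed by dose response; inconclusive = inhibition over 29.93% but no dose response follow-up; inactive = inhibition at most 29.93% or unconfirmed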;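 note: 0% = low Mg2+ inducing control and 100% = high Mg2+ repressing control; strong numbers were not always called active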
# KOR beta-arrestin-1: KOR antagonists, beta-arrestin recruitment, cell-based, luminescence, uHTS (AID 1778) | KOR beta-arrestin recruitment, luminescence, antagonist mode; higher % means a stronger effect | hit rate 0.091% among 290,000 | one-dose inhibition, % at 10 µM; IC50 in µM for titrated hits; in the data active = inhibition above about 50%; note: strong numbers were not always called active
# GPR55 antagonists: GPR55 antagonists blocking LPI-driven arrestin recruitment, primary screen, imaging, U2OS, beta-arrestin-GFP, LPI agonist (AID 2013) | hit rate 0.13% among 290,000 | U2OS GPR55 beta-arrestin-GFP translocation imaging, LPI antagonism; higher % means a stronger effect | one-dose inhibition, % at 10 µM; IC50 in µM for titrated hits;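 active = spots per cell inhibited over 60%, with over 100 cells counted and total cytoplasm intensity under 500,000; inconclusive = wells with under 100 cells, flagged as likely toxic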;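 note: U2OS cells stably carrying GPR55 and arrestin-GFP stimulated by 5 µM LPI near EC80; imaged beta-arrestin-GFP aggregate spots per cell after agonist stimulation; plate controls were LPI-stimulated DMSO wells for no effect and DMSO wells without LPI for full effect; some results filed as inactive read as strong as hits; confirmed hits need IC50 under 10 µM and bright autofluorescent wells are also inconclusive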
# GPR35 arrestin U2OS: GPR35 antagonists blocking zaprinast-driven arrestin recruitment, primary screen, imaging, U2OS, beta-arrestin-GFP, zaprinast agonist (AID 2058). U2OS GPR35 beta-arrestin-GFP translocation imaging, zaprinast antagonism; higher % means a stronger effect. one-dose inhibition, % at 10 µM; IC50 in µM for titrated hits. hit rate 0.052% among 290,000;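 active = inhibition of at least 50% with at least 30 cells and total cytoplasm GFP at most 10,000,000; inconclusive = under 30 cells or total GFP of 10,000,000 plus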
# NTR1 ag: NTR1-driven beta-arrestin-GFP spot formation – imaging, U2OS cells, high content, primary screen (AID 493036); activation, % at 20 µM; P30989; hit rate 0.17% among 330,000; agonist mode;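 active = activation at or above 40% of the spot to cytoplasm intensity ratio, with at least 20 cells analyzed; inconclusive = wells under 20 cells, flagged as cytotoxic or low count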;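 note: 0% = DMSO without peptide and 100% = 100 nM NTR1 peptide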
# Target sequence (P30989 whole entry, looked up): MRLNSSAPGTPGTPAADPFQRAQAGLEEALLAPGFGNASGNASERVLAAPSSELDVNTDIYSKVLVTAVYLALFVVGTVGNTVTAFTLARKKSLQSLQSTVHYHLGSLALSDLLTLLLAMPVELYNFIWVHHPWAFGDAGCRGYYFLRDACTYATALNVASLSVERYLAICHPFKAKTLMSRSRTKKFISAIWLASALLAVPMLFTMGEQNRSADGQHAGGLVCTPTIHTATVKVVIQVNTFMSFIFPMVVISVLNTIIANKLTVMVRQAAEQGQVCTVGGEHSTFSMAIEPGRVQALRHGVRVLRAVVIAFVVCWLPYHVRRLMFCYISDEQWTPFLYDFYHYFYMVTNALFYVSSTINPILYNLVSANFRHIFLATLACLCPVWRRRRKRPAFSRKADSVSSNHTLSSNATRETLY
# KOR beta-arrestin-2: KOR agonists, beta-arrestin recruitment, primary screen, cell-based, luminescence, uHTS (AID 1777). hit rate 0.02% among 280,000. activation, % at 10 µM; hits with a dose series show EC50 in µM. KOR beta-arrestin recruitment, luminescence; higher % means a stronger effect; in the data active = activation above about 50%, passing the limit was not always enough; note: a part of the inactive calls stands beside numbers as strong as those of hits
# T cell modulator vesicle-bound %: recorded beside T cell modulator, whose call it bears; double positive events, %; measured here: CD8+ vesicle-bound cell fraction;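 binding gate set so that unloaded-vesicle control wells show 10% double positive cells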
# NTR1 ag cell count 20 µM: second read-out of NTR1 ag, no call of its own (marks repeat the call); cell count; measured here: cell count, cytotoxicity flag
# Numbers without * were called inactive; i = inactive; u = inconclusive; x = no result given; [ ] = another dose, or the depositor's remark.
SMILES,T cell modulator,T cell modulator vesicle-bound %,West Nile virus CPE,GPR55 activation,Salmonella PhoP GFP,KOR beta-arrestin-1,GPR55 antagonists,GPR35 arrestin U2OS,NTR1 ag,NTR1 ag cell count 20 µM,KOR beta-arrestin-2
Oc1ccc(-c2cccc(-c3ccc(O)cc3)n2)cc1,i,46,-0.1%,-0.3%,7%,-6%,3%,-8%,0.3,81,-14%
CC(=O)N1CN(CCCn2ccnc2)Cc2c1sc1c2CCCC1,i,58,-0.1%,-0.1%,-4%,-16%,16%,-8%,-0.7,47,1.7%
CN1CCN(NC(=O)c2cc(S(=O)(=O)N3CCOCC3)c(Cl)cc2Cl)CC1,i,26,0.4%,0.0%,-3%,7%,8%,12%,-0.7,55,5.0%
O=C(c1cc(Br)c[nH]1)N1CCCCC1,i,57,0.1%,-0.1%,-7%,-25%,-1%,-2%,0.1,56,2.7%
Cc1cc(C)cc(N(CC(=O)NCc2ccco2)S(=O)(=O)c2ccccc2)c1,i,29,u,0.4%,0%,-8%,18%,6%,-1.2,58,-1.9%
Cc1cccc(CC(=O)Nc2cc(=O)n(C)c(=O)n2C)c1,i,39,0.1%,-0.1%,-3%,41%,-3%,16%,-0.8,62,-4.0%
O=C(NCCOC(=O)C1COc2ccccc2O1)C1COc2ccccc2O1 (centres undefined),i,20,-0.6%,-0.2%,4%,-21%,2%,4%,0.8,90,-2.0%
C/C(=N\NC(=O)C1COc2ccccc2O1)c1cccs1 (centres undefined),i,22,0.2%,0.0%,-18%,-9%,-4%,6%,-0.1,43,-4.7%
COc1cc(NC(=O)c2cc(-c3cccnc3)nc3ccc(C)cc23)c(OC)cc1Cl,i,18,x,0.3%,-2%,-16%,14%,4%,x,x,25%
CCC/C(=N\NC(=O)Cc1csc(N2CCOCC2)n1)c1ccccc1,i,63,1.1%,0.1%,-9%,9%,0%,-16%,0.8,69,-6.5%
CCNS(=O)(=O)c1ccc(CCC(=O)NCCC2=CCCCC2)cc1,i,41,-0.4%,-0.3%,8%,9%,7%,-14%,0.6,50,-1.5%
O=C(O)c1ccccc1SCc1cn2cc(Br)ccc2n1,i,50,0.4%,0.2%,-3%,1%[20 µM],1%,-7%,-0.9,9,-7.6%
Cc1ccc(C(C)C)c(OCC(=O)Nc2ccc(Cl)cn2)c1,i,40,0.6%,0.2%,-3%,35%,-1%,9%,6.2,61,0.5%
CCc1ccc2[nH]c(=O)c(CN(CCCN3CCOCC3)C(=O)Nc3ccccc3)cc2c1,i,57,-0.2%,-0.2%,-8%,-16%,16%,0%,0.6,35,-2.4%
CCOC(=O)NN1C(=O)c2ccccc2NC1c1ccc(OC)cc1OC (centres undefined),i,44,-0.2%,-0.5%,-1%,8%,8%,-9%,2.8,38,-6.2%
Cc1c(Br)c([N+](=O)[O-])nn1C(C)C(=O)N1CCc2ccccc2C1 (centres undefined),i,58,-0.6%,0.0%,-2%,-2%,-17%,1%,0.4,52,-4.6%
COc1ccc(C)cc1N(CC(=O)Nc1cccc(N(C)S(C)(=O)=O)c1)S(C)(=O)=O,i,69,0.5%,0.7%,-7%,-3%,16%,-3%,-0.4,44,0.1%
O=[N+]([O-])c1cccc(/C=C/c2nc(C=Nc3ccccc3)c(O)o2)c1,i,14,0.1%,-0.1%,0%,-50%,5%,-19%,20,93,0.0%
O=c1c2cnn(-c3ccccc3)c2ncn1Cc1cccc(Cl)c1,i,31,0.2%,-0.1%,-8%,-5%,17%,-19%,0.5,100,1.9%
CC1CCN(C(=O)CCN2C(=O)/C(=C/c3cccs3)SC2=S)CC1,i,31,1.9%,u,5%,-8%,-11%,-2%,4.1,42,0.0%
CCCc1cc(C(=O)Nc2ccc(C#N)cc2)no1,i,24,-0.2%,0.3%,-8%,-7%,2%,10%,-1.8,37,0.9%
O=C(Nc1cccc([N+](=O)[O-])c1)C1CC(=O)N(Cc2ccccc2)C1 (centres undefined),i,53,-0.5%,0.1%,2%,-20%,14%,1%,-0.2,50,-2.0%
O=C(CCCN1C(=O)/C(=C/c2ccccc2)SC1=S)Nc1ccccc1O,i,54,1.5%,0.2%,2%,-6%,-4%,-4%,2.7,36,-0.7%
COc1cc(C)ccc1OCCOCCOc1ccc(C)cc1[N+](=O)[O-],i,32,-1.1%,-0.3%,2%,31%,11%,4%,-1.0,65,1.3%
Cc1ccc(S(=O)(=O)NC(=O)COc2ccccc2C(N)=O)cc1,i,50,-0.1%,-0.2%,-3%,-5%,4%,7%,-0.7,77,-4.3%
CC(OC(=O)C1CCCO1)C(=O)NC1CCCC1 (centres undefined),i,9,0.6%,-0.4%,-5%,13%,10%,7%,2.4,78,-1.9%
CN(CCc1cnn(C)c1)C(=O)C1CCC(=O)N(CC2CCCCC2)C1 (centres undefined),i,63,-0.1%,-0.1%,-2%,-8%,16%,12%,0.0,73,-1.1%
CCc1ccc(-c2cc(C(=O)NCc3ccccn3)c3ccccc3n2)cc1,i,42,-1.3%,0.1%,14%,8%,4%,12%,4.7,39,7.1%
CC1CCCC(C)N1CCCNC(=O)Cn1cc2c(n1)CCCC2 (centres undefined),i,32,-0.2%,0.3%,12%,4%,8%,11%,-2.1,80,5.7%
COc1ccccc1NC(C)=O,i,23,0.8%,1.5%,10%,6%,-3%,12%,0.1,57,0.5%
Cn1c(/C(C#N)=C2/CCCCCN2)nc2ccccc21,i,60,-0.1%,-0.2%,-10%,13%,3%,4%,0.4,47,30%
O=C(NCc1ccc(F)cc1)C1CCCN(S(=O)(=O)c2cccnc2)C1 (centres undefined),i,54,-0.4%,0.0%,3%,-20%,13%,13%,-1.8,63,-6.3%
O=C(NCCC1=CCCCC1)C1CCN(S(=O)(=O)c2ccc(-n3cnnn3)cc2)CC1,x,x,0.0%,-0.1%,13%,3%,4%,3%,x,x,-1.0%
O=C1C2C3C=CC(C3)C2C(=O)N1c1ccc2c(c1)OCO2 (centres undefined),i,11,-0.6%,0.3%,2%,-14%,-5%,1%,1.4,53,4.8%
CN(C)S(=O)(=O)c1ccc(NC(=O)c2ccc(Br)o2)cc1,i,24,0.2%,-0.1%,13%,2%,0%,2%,0.8,73,-1.0%
N#CCCN1CCN(S(=O)(=O)c2ccc(S(=O)(=O)NCC3CCCO3)cc2)CC1 (centres undefined),i,23,-0.1%,0.3%,2%,3%,7%,-6%,-1.0,55,-2.1%
Cc1ccc(C(=O)N2CCN(C(=O)c3ccco3)CC2)cc1NC(=O)c1ccco1,i,45,-0.3%,-0.2%,4%,-16%,9%,-9%,0.3,98,2.5%
CCOC(=O)NC(NCc1ccccc1)(C(F)(F)F)C(F)(F)F,i,42,0.0%,0.1%,-2%,-13%,6%,-10%,0.8,74,-2.6%
CC(C)(C)CN1C(N)=NC[C@H]1Cc1ccc(O)cc1,i,4,0.8%,-0.1%,-3%,32%,-8%,-3%,-2.7,80,-1.9%
COc1ccc2nc(C)cc(SCC(=O)N/N=C/c3ccco3)c2c1,i,13,-0.2%,0.2%,7%,-10%,-4%,14%,0.9,45,-1.3%
COc1ccc(CNC(=O)c2c[nH]c3ccccc3c2=O)cc1,i,64,-0.9%,-0.3%,4%,-46%[20 µM],1%,11%,-0.5,66,2.1%
O=C(c1ccc2c(=O)n3c(nc2c1)CCCCC3)N1CCN(c2ccccc2F)CC1,i,17,0.0%,-0.2%,x,3%[20 µM],2%,-5%,1.8,63,4.1%
COc1ccc(NC(=O)c2c(N)no[n+]2[O-])c(OC)c1,i,11,-1.4%,0.4%,-7%,-58%,2%,-5%,-0.5,51,3.0%
CCOC(=O)C(C)Oc1ccc2c(-c3cccc([N+](=O)[O-])c3)cc(=O)oc2c1 (centres undefined),i,19,-0.7%,-0.2%,9%,14%,2%,-4%,0.7,70,-3.7%
Cc1csc(NC(=O)CSc2nnc(-c3ccoc3C)n2CCc2ccccc2)n1,i,44,-0.1%,-0.3%,3%,-7%,4%,-8%,-0.4,86,-5.5%
CCOc1ccc(N2CC(C(=O)N3CC(C)OC(C)C3)CC2=O)cc1 (centres undefined),i,38,-0.3%,0.0%,-2%,-6%,5%,0%,0.3,60,0.2%
CC(NC(=O)Cc1ccc(NS(=O)(=O)c2cccc(C(F)(F)F)c2)cc1)c1ccccn1 (centres undefined),i,54,-0.5%,0.3%,-5%,-16%,6%,8%,-1.3,60,1.3%
CCOC(=O)C1CCN(C(=S)Nc2ccc(Cl)cc2C)CC1,i,60,0.6%,-0.4%,-6%,0%,9%,-1%,0.8,88,-3.0%

# Part of the list above, limited to GPR55 activation and NTR1 ag:
SMILES | GPR55 activation | NTR1 ag
CCOC(=O)NC(NCc1ccccc1)(C(F)(F)F)C(F)(F)F | 0.1% | 0.8
CC(NC(=O)Cc1ccc(NS(=O)(=O)c2cccc(C(F)(F)F)c2)cc1)c1ccccn1 (centres undefined) | 0.3% | -1.3

# More records.
SMILES,T cell modulator,T cell modulator vesicle-bound %,West Nile virus CPE,GPR55 activation,Salmonella PhoP GFP,KOR beta-arrestin-1,GPR55 antagonists,GPR35 arrestin U2OS,NTR1 ag,NTR1 ag cell count 20 µM,KOR beta-arrestin-2
CCOC(=O)c1ccc(NC(=O)c2nc[nH]c2C(=O)N[C@@H](Cc2ccccc2)C(=O)OC(C)(C)C)cc1,i,24,0.8%,0.6%,-4%,5%,-3%,-2%,34,88,2.3%
CC(=O)NC(Cc1c[nH]c2ccccc12)C(=O)NCc1ccc2c(c1)OCO2 (centres undefined),x,x,-0.7%,-0.1%,-2%,25%,2%,1%,-0.6,52,-1.5%
O=c1c(/C=N/N2CCOCC2)c(C(F)(F)F)[nH]n1-c1ccccc1,i,61,-0.5%,-0.2%,1%,2%,4%,0%,2.2,77,-1.8%
c1ccc(Cc2noc(CN3CCCN(C4Cc5ccccc5C4)CC3)n2)cc1,i,43,-1.0%,0.2%,x,-25%[20 µM],4%,-2%,-0.5,62,x
COc1ccc(NC(=S)N(Cc2ccccn2)Cc2ccccc2Cl)cc1,i,24,-1.4%,-0.3%,-2%,-6%,-4%,0%,1.2,64,1.1%
O=[N+]([O-])c1cccc(CN2CCCCCC2)c1,i,41,-0.7%,-0.1%,17%,33%,11%,-2%,1.9,62,-0.5%

# Bioassay records: PubChem BioAssay, several laboratories

# No enrichment for hits; overall some 0.62% were active at least once.
